RTF Ca sens inh: cardiac RTF calcium desensitization; IANBD-labeled cardiac RTF, Ca2+ fluorescence; inhibition, % at 7.15 µM; 0.12% of 340,000 active;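 active means inhibition above the mean inhibition of all tested compounds plus 3 SD, cut at about 17% in these data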;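 further: assay run at fixed EC70 calcium of 1.6 mM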
PvdQ acylase: P. aeruginosa PvdQ acylase inhibition. purified PvdQ acylase, fluorescence plate reader. inhibition, % at 10 µM. 0.063% of 340,000 active; in the data active means inhibition above about 30%, passing the limit was not always enough;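 further: 0% = vehicle neutral wells and 100% = reference inhibitor wells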
SR-BI DiI inh: blocks mouse SR-BI lipid uptake from DiI-HDL | inhibition, % at 12.5 µM | 0.96% of 320,000 active | ldlA[mSR-BI] CHO cells, DiI-HDL uptake fluorescence, 3 h;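 active means mean replicate inhibition of at least 70% and a set share of replicates each scoring 70 or more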;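 further: 0% = median of neutral control wells and 100% = median of positive control wells; values of inactives mirror those of a sister screen read the other way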
DAGLB inhibitor: blocks human DAGLB lipase activity; HEK293T DAGLB membrane lysate, EnzChek fluorogenic substrate; inhibition, % at 5.17 µM; 0.059% of 340,000 active; AID 504411; in the data active means inhibition above about 34%;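 further: 0% = enzyme with vehicle and 100% = wells lacking enzyme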
Target sequence (Q8NCG7 whole entry, looked up): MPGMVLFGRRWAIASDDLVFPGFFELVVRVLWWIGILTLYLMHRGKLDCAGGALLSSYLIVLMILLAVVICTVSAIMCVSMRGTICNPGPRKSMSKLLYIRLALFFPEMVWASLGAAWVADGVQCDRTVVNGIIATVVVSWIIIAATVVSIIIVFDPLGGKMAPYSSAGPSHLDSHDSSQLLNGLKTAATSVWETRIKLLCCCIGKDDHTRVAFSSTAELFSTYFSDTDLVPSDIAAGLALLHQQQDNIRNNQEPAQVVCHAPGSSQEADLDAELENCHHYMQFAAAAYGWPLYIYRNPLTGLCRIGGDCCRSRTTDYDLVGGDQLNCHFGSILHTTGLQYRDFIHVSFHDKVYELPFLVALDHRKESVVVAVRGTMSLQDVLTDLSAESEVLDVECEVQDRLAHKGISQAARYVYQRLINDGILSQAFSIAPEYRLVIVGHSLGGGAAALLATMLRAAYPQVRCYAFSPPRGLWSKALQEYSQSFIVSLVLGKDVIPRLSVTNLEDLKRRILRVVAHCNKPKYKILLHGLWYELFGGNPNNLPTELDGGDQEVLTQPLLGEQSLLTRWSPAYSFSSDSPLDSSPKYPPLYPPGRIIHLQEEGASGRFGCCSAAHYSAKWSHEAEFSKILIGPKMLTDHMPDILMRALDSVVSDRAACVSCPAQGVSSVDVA
PKA-R2B act: PKA-R2B complex activation; activation, % at 11.4 µM; 0.079% of 340,000 active; PKA-R2B holoenzyme dissociation, Cy5-IP20 fluorescence polarization; R2B truncated from residue 108, S112A mutant; 0% DMSO only, 100% 113 µM cGMP; P22694+P31323;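 active means activation above a cutoff set at the mean over all compounds plus 3 SD, cut at about 18% in these data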;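 further: higher means more holoenzyme dissociation and a rise in polarization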
SR-BI DiI-HDL act: SR-BI HDL lipid transfer activation; CHO ldlA[mSR-BI] cells, DiI-HDL uptake fluorescence, 3 h; 100 = double the neutral-control signal; activation, % at 12.5 µM; 0.096% of 320,000 active; AID 504775;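 active means mean replicate activation of at least 60% and every replicate at or above 60%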;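 further: 0% = median plate neutral-control signal and 100% = twice that signal; values of inactives mirror those of a sister screen read the other way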
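material = CHO ldlA[mSR-BI] cells | medium = Ham's F12 with 0.5% BSA, HEPES 25 mM, pH 7.4 | reagent = fluorescent DiI-HDL, 10 µg/mL final | compound dosing = single-point compound dose | incubation = 3 h, 37 °C | measured by = bottom-read fluorescence, 550/595 nm | measure = HDL uptake via cellular fluorescence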
Keap1-Nrf2 PPI: Keap1-Nrf2 (human) interaction inhibition. Q14145. Keap1 Kelch-Nrf2 peptide fluorescence polarization, 1536-well. inhibition, % at 9.4 µM. 0.15% of 340,000 active. AID 504523; in the data active means inhibition above about 12%;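 further: human Keap1 Kelch domain with fluorescein labeled Nrf2 9mer peptide probe; 0% = neutral control wells and 100% = peptide positive control; higher means more block of Keap1 binding to Nrf2 peptide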
C-LANA FP: inhibitors of KSHV LANA C-terminal domain DNA binding; MBP-C-LANA/FAM-LBS DNA binding, fluorescence polarization; inhibition, % at 9 µM; 0.078% of 340,000 active;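 active means highest replicate inhibition at or above 60% at 9 µM, even if other replicates fall short; inactive means all replicates below 60% inhibition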;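 further: 0% = neutral control wells and 100% = 4 µM acridine orange control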
Arr AP2 block: inhibitors of human beta-arrestin and AP2 interaction | FITC-arrestin peptide / GST-AP2 beads, flow cytometry; AP2 beta2 appendage carries R879A mutation | AID 504490 | inhibition, % at 10 µM | 0.31% of 340,000 active;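 active means inhibition above a set limit, near 3 SD of compounds lacking own fluorescence, cut at about 54% in these data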;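 further: plate controls were DMSO wells for no effect and 5 µM unlabelled arrestin peptide for full effect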
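System: GST-AP2 R879A glutathione beads. Medium: PBS with 0.05% Tween 20 and 0.1% BSA. Also added: FITC-arrestin peptide, 50 nM. Incubation: 12 min plus 1 h, RT. Measured by: high-throughput flow cytometry of beads, ex 488, em 535 nm. Evaluation: percent drop in bead-associated FITC signal.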
NSD2 HMT inh: NSD2 (human) methyltransferase inhibition. O96028. AID 743445. NSD2 peptide methylation, AlphaScreen, 120 min. inhibition, % at 12.5 µM. 0.54% of 310,000 active; in the data active means inhibition above about 50%
Numbers without * were called inactive; . = no result given.

nr	Structure	PvdQ acylase	RTF Ca sens inh	DAGLB inhibitor	SR-BI DiI-HDL act	PKA-R2B act
1	Cc1ccc2nc(-c3cccc(Br)c3)cc(C(=O)Nn3cnnc3)c2c1	5	-5	6	5	-5
2	CC1CN(C(=O)COC(=O)c2cc([N+](=O)[O-])ccc2Cl)CC(C)O1 (centres undefined)	2	-1	-2	-8	-4
3	CC1(C(=O)N2CC3(CC(c4cccc(NC(=O)COc5ccc(Cl)cc5)c4)=NO3)C[C@@H]2C(N)=O)CC1 (some centres undefined)	10	2	0	-62	-1
4	Cc1ccc(N2CC(C(=O)N/N=C/c3c(F)cccc3Cl)CC2=O)cc1 (centres undefined)	-4	3	-1	-2	-8
5	Cc1ncc(CN=Cc2ccc(Cl)cc2)c(N)n1	-6	-2	-3	19	-3
6	O=C(NCc1cccnc1)C1CC(c2ccc(Cl)c(Cl)c2)=NO1 (centres undefined)	-13	3	1	19	-7
7	COc1ccc(COC(=O)N/C=C/c2ccco2)cc1	-20	-7	0	6	2
8	CCCc1cc(C(=O)Nc2cc(OC)c(Cl)cc2OC)no1	-11	-11	-15	-60	3
9	COc1ccc(-c2csc(NC(=O)CSCC(=O)Nc3cc(C)on3)n2)cc1OC	17	-2	2	-16	-10
10	Cc1cc(-c2nc3ncccc3o2)ccc1NC(=S)NC(=O)C(C)C	-13	6	2	-12	4
11	CC(=O)N1CCOc2ccc(S(=O)(=O)NCCc3ccccc3)cc21	5	-6	0	-4	3
12	Cc1cc(=O)[nH]c(SCC(=O)Nc2ccc(F)cc2)c1C#N	-2	.	.	-7	.
13	Cc1ccc(OCC(=O)O/N=C(\N)c2ccccn2)cc1	-1	-5	0	15	-8
14	COc1cccc(OC)c1NC(=O)C1CCCN1C(=O)Nc1ccccc1F (centres undefined)	-16	-21	0	.	-2
15	COc1ccccc1OCC(=O)NN=C(Cc1ccccc1)Cc1ccccc1	4	-2	-5	-19	-7

nr	Keap1-Nrf2 PPI	SR-BI DiI inh	Arr AP2 block	NSD2 HMT inh	C-LANA FP
1	-1	-5	7	-4	-2.4
2	0	8	-3	-4	0.3
3	0	62	-3	.	2.2
4	1	2	-8	0	1.9
5	2	-19	5	3	0.4
6	-3	-19	2	2	1.6
7	-11	-6	14	-3	0.4
8	0	60	-3	.	-1.7
9	-6	16	9	1	0.3
10	-9	12	9	-4	1.3
11	-3	4	5	4	-1.7
12	3	7	7	-2	0.5
13	6	-15	3	-3	0.2
14	-6	.	6	-4	-0.2
15	-4	19	26	-1	-2.6

New compounds follow.
nr	Structure	PvdQ acylase	RTF Ca sens inh	DAGLB inhibitor	SR-BI DiI-HDL act	PKA-R2B act
16	CC1Cc2ccccc2N1C(=O)CO/N=C/c1ccc(OC(F)F)cc1 (centres undefined)	-4	12	-2	8	-3
17	CCOc1ccc(S(=O)(=O)N(C)c2ccc(OCC(=O)NC3=NCCS3)cc2)cc1	9	-3	-1	17	-16
18	CCOC(=O)c1c(NC(=O)CN2C(=O)NC3(CCC(C)CC3)C2=O)sc(C)c1-c1ccc(C)cc1 (centres undefined)	-10	-2	-1	-12	-14
19	CC(OC(=O)Cn1[nH]c(=O)c2ccccc2c1=O)C(=O)Nc1cccc(Cl)c1 (centres undefined)	6	-7	-1	11	-7
20	N#Cc1ccccc1NC(=O)COC(=O)COc1ccccc1[N+](=O)[O-]	-11	-11	1	21	-11

nr	Keap1-Nrf2 PPI	SR-BI DiI inh	Arr AP2 block	NSD2 HMT inh	C-LANA FP
16	-5	-8	-1	-4	0.0
17	-5	-17	6	.	0.2
18	-8	12	2	-2	-1.0
19	-3	-11	33	1	-0.6
20	0	-21	-12	-3	0.4

Sorted by formula weight (low to high): nine of the compounds above.
nr	Structure	PvdQ acylase	RTF Ca sens inh	DAGLB inhibitor	SR-BI DiI-HDL act	PKA-R2B act
13	Cc1ccc(OCC(=O)O/N=C(\N)c2ccccn2)cc1	-1	-5	0	15	-8
10	Cc1cc(-c2nc3ncccc3o2)ccc1NC(=S)NC(=O)C(C)C	-13	6	2	-12	4
20	N#Cc1ccccc1NC(=O)COC(=O)COc1ccccc1[N+](=O)[O-]	-11	-11	1	21	-11
16	CC1Cc2ccccc2N1C(=O)CO/N=C/c1ccc(OC(F)F)cc1 (centres undefined)	-4	12	-2	8	-3
14	COc1cccc(OC)c1NC(=O)C1CCCN1C(=O)Nc1ccccc1F (centres undefined)	-16	-21	0	.	-2
19	CC(OC(=O)Cn1[nH]c(=O)c2ccccc2c1=O)C(=O)Nc1cccc(Cl)c1 (centres undefined)	6	-7	-1	11	-7
9	COc1ccc(-c2csc(NC(=O)CSCC(=O)Nc3cc(C)on3)n2)cc1OC	17	-2	2	-16	-10
17	CCOc1ccc(S(=O)(=O)N(C)c2ccc(OCC(=O)NC3=NCCS3)cc2)cc1	9	-3	-1	17	-16
18	CCOC(=O)c1c(NC(=O)CN2C(=O)NC3(CCC(C)CC3)C2=O)sc(C)c1-c1ccc(C)cc1 (centres undefined)	-10	-2	-1	-12	-14

nr	Keap1-Nrf2 PPI	SR-BI DiI inh	Arr AP2 block	NSD2 HMT inh	C-LANA FP
13	6	-15	3	-3	0.2
10	-9	12	9	-4	1.3
20	0	-21	-12	-3	0.4
16	-5	-8	-1	-4	0.0
14	-6	.	6	-4	-0.2
19	-3	-11	33	1	-0.6
9	-6	16	9	1	0.3
17	-5	-17	6	.	0.2
18	-8	12	2	-2	-1.0
